# Pin1 inhibitor = human Pin1 inhibition; Pin1 FP peptide displacement, HiFluor488, 10 min; Q13526; Potency, µM (series often up to 115 µM), for inactives: at the highest dose activity, negative = inhibition, hits mostly inhibitors; actives 0.009% (n = 390,000); active means well fitted inhibition curve with a large enough effect in the polarisation, with a control signal flat, not every such curve was filed as active; inconclusive means small, poorly fitted or top-dose-only effect, or effect the other way, or a change in a side signal; inactive means no such curve, though single readings can be large or run the other way; the % refers to the polarisation; further: potency means the concentration at half of the fitted maximal effect; on the % scale 0 is the no-effect control and ±100 the full control effect
# Target sequence (Q13526 whole entry, looked up): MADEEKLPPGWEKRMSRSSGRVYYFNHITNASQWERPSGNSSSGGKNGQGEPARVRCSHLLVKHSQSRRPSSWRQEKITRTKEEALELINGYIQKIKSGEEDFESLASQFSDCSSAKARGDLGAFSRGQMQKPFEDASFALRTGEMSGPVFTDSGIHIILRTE
# PGK inhibitor = T. brucei PGK inhibition; Potency, µM (top dose mostly 57.5 µM), for inactives: at the highest dose activity change, negative = inhibition, most hits filed as inhibitors; actives 0.043% (n = 380,000); PGK/GAPDH coupled, Kinase-Glo luminescence, 60 min; further: potency means the concentration at half of the fitted maximal effect; on the % scale 0 is the no-effect control and ±100 the full control effect; nearly all actives have a fitted effect of over 60% in size
#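 Luminescent ATP detection (Kinase-Glo Plus) follows a 60-minute room-temperature incubation, with wells lacking PGK as controls. Buffer: 100 mM TEA (pH 7.6), 5 mM MgCl2, 0.01% Tween-20. Coupling enzyme GAPDH (100 nM final) supplies unstable 1,3-BPG in-well.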
# JMJD2A Tudor = inhibitors of human JMJD2A Tudor domain | AlphaScreen JMJD2A-Tudor / H3K4me3 peptide binding | Potency, µM (top dose mostly 114 µM), for inactives: at the highest dose activity change, negative = inhibition, actives largely listed as inhibitors | actives 4.4% (n = 390,000); further: potency means the concentration at half of the fitted maximal effect; on the % scale 0 is the no-effect control and ±100 the full control effect; nearly all actives have a fitted effect of over 50% in size
# ERG Ets-DNA blk = inhibitors of human ERG Ets domain-DNA interaction; Potency, µM (titrated, usually from 76.9 µM), inactives show at the highest dose FP activity, negative = inhibition, most hits filed as inhibitors; fluorescence polarization, His-ERG Ets domain / labelled DNA; AID 624246; P11308; actives 0.028% (n = 370,000); active means well fitted inhibition curve with a large enough effect in the polarisation, with a control signal flat; inconclusive means small, poorly fitted or top-dose-only effect, or effect the other way, or a change in a side signal; inactive means no such curve, though single readings can be large or run the other way; the % refers to the polarisation;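 further: polarization taken with two DNA probes labelled with fluorescein and Texas red; potency means the concentration at half of the fitted maximal effect; % of control where 0% means no effect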
#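 His-tagged ERG Ets domain (1 uM in the protein solution; 300mM KCl, 50mM Tris-HCl, 1mM EDTA, 1mM DTT, pH 7.5) received compound, then a probe mix of 5 nM fluorescein-DNA and 100nM Texas-615-DNA. Fluorescence polarization was read for both dyes.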
# GLS inh = blocks human kidney-isoform glutaminase activity. O94925. GLS enzymatic activity, qHTS titration. Potency, µM (series often up to 45.5 µM), inactives show top-dose activity change, negative = inhibition, usual class: inhibitors. actives 0.21% (n = 410,000); further: potency means the concentration at half of the fitted maximal effect; on the % scale 0 is the no-effect control and ±100 the full control effect
#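 Compounds were pin-transferred onto hKGA, after which L-glutamine (1 mM solution) and a detection mix of glutamate oxidase, HRP and Amplex Red were added. Initial and 30 min RT fluorescence reads were collected.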
# PI4K2A block = inhibitors of human PI4K2A; Q9BTU6; purified PI4K2A, ADP-Glo luminescence, 1 h; active compounds read low; activity change, negative = inhibition, % at 76.9 µM; actives 0.13% (n = 420,000); in the data active means activity change below about -50%; inconclusive means mostly about -30% to -49%;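 further: -100% = wells without enzyme as full effect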
# Target sequence (Q9BTU6 whole entry, looked up): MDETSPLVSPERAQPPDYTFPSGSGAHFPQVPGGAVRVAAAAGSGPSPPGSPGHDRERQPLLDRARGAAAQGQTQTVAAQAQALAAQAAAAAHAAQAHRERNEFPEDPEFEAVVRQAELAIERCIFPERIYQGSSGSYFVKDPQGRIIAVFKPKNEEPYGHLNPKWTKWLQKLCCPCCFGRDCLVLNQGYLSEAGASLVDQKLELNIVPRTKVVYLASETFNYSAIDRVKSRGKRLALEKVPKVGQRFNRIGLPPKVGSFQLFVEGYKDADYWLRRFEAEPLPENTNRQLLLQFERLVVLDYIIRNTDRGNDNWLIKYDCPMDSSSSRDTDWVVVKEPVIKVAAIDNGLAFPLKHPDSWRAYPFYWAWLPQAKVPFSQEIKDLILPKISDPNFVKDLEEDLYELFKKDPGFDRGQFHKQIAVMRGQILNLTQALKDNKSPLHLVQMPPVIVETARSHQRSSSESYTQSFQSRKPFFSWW
#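 Compounds are screened against recombinant PI4K2A using PI as substrate and ATP, the latter dispensed at 300 microM. Reactions run one hour at ambient temperature before ADP-Glo detection; full inhibition defined by wells lacking enzyme.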
# HP1b binding inh = blocks HP1-beta chromodomain binding to methylated histone tails; AlphaScreen HP1-beta / biotin-H3K9me3 peptide binding; Potency, µM (top dose mostly 114 µM), for the others: at the highest dose activity change, negative = inhibition, usual class: inhibitors; actives 0.56% (n = 390,000); AID 540317; further: potency means the concentration at half of the fitted maximal effect; nearly all actives have a fitted effect of over 70% in size; inactives centre near 23
#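 AlphaScreen: HP1-beta (50 nM) preformed 30 min with biotin-H3(1-18)K9me3 peptide (50 nM) in PBS pH 7.4, 0.01% Tween-20. Compound added for 30 min at RT, then streptavidin donor/nickel chelate acceptor beads (10 ug/mL) for 30 min.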
# BAZ2B inh = blocks human BAZ2B; Q9UIF8; AlphaScreen BAZ2B-H3K14Ac peptide displacement; Potency, µM (doses to about 114 µM), without a hit: at the top dose activity change, negative = inhibition, actives largely listed as inhibitors; actives 4.4% (n = 360,000); AID 504333; further: potency means the concentration at half of the fitted maximal effect; on the % scale 0 is the no-effect control and ±100 the full control effect; nearly all actives have a fitted effect of over 60% in size
#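 In this displacement format the biotinylated H3(5-23) peptide acetylated at Lys14 serves as ligand at 50 nM, with BAZ2B at 50 nM in PBS pH 7.4 containing 0.01% Tween-20. Donor and acceptor beads are 10 ug/mL final.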
# G9a inh = G9a (human) methyltransferase inhibition; G9a H3K9 monomethylation, AlphaScreen, 2 h; Potency, µM (highest dose often 102 µM), for the others: at the top dose activity, negative = inhibition, actives largely listed as inhibitors; actives 8.8% (n = 350,000); further: potency means the concentration at half of the fitted maximal effect; on the % scale 0 is the no-effect control and ±100 the full control effect; nearly all actives have a fitted effect of over 75% in size
# Target sequence (Q96KQ7 913-1193 limits assumed): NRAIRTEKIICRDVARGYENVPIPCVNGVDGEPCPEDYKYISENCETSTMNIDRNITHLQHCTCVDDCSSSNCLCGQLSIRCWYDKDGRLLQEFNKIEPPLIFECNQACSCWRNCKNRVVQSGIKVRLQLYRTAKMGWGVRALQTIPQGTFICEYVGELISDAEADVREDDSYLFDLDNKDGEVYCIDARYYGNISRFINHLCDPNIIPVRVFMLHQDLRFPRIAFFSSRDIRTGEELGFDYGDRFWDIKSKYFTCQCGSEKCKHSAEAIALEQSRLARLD
#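 Enzyme 20 nM + cpd, 15 min RT; add b-H3K9 pep 500 nM / SAM 20 uM; 2 h RT; anti-H3K9me1 Ab 0.5 ug/mL + SA donor / anti-rabbit acceptor beads 20 ug/mL each, 10 min; AlphaScreen read.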
# Active calls of the source: *; i = inactive; ? = inconclusive; / = not tested or not shown; & = joins results of further samples; [ ] = remark or other dose. Unless noted, the call rests on the fitted dose curve; in most records, active means well fitted curve in the direction sought with a large enough effect; inconclusive means small, poorly fitted or top-dose-only effect, or another doubt; inactive means no such curve, though single readings can be large; an effect the other way counts as inactive or inconclusive. Not a hit list; overall some 11% were active at least once.
SMILES,Pin1 inhibitor,PGK inhibitor,JMJD2A Tudor,ERG Ets-DNA blk,GLS inh,PI4K2A block,HP1b binding inh,BAZ2B inh,G9a inh
O=C(c1cccc(S(=O)(=O)Nc2ccccc2Cl)c1)N1CCN(c2ccccc2O)CC1,3%,3%,-24%,-8%,-2%,0,16%,-7%,-12%[12.7 µM]
CCOCCOC(=O)C1=C(C)N(C)C(=O)NC1c1cc(Cl)c(O)c(OCC)c1 (stereo unspecified),2%,-8%,-17%,9%,-5%,1,3%,5%,?
O=C(CSc1nnnn1Cc1ccccc1)N1CCN(c2ccccc2)CC1,-7%,3%,89µM*,6%,16%,-1,2%,-8%,45µM*
CCCCN(C(=O)CCC(=O)OCC(=O)NCc1ccccc1)c1c(N)n(CCC)c(=O)[nH]c1=O,-7%,i,-7%,0%,-7%,-9,73%[activator],9%,9%[12.7 µM]
COc1ccc(NC(=O)N2CCN(S(=O)(=O)c3ccc(F)cc3)CC2)c(OC)c1,-1%,-1%,-18%,-13%,-5%,0,9%,-5%,/
Cc1ccn2c(NC(=O)c3cccs3)c(-c3ccccc3)nc2c1,3%,-2%,-18%,/,51%[activator],4,27%,7%,24%[59 µM]
CCOc1ccc(NC(=O)CS(=O)CC(=O)N(CC(=O)NC(C)(C)C)C2CCCC2)cc1 (stereo unspecified),-3%,1%,-3%,0%,15%,-1,1%,1%,11%
CNc1nccc(-c2ccc(Cl)cc2)c1C#N,?,11%,4%,-6%,0%,1,69%[activator],-6%,53%[activator]
CCOC(=O)c1cc2c(=O)n3ccccc3nc2n(Cc2ccccc2)c1=N,9%,0%,-4%,7%,5%,6,34%,-2%,12%[12.7 µM]
CCN(CC)C(=O)CN1C(=O)NC2(CCc3ccccc3C2)C1=O (stereo unspecified),-6%,-1%,-1%,5%,2%,5,34%,-11%,-1%
N=C1/C(=C\c2ccc(-c3cc(Cl)cc(Cl)c3)o2)C(=O)N=C2SC=C(c3ccccc3)N12,18%,1%,-19%,-7%,3%,6,12%,-1%,-8%
CCOC(=O)c1c(C)[nH]c(C(=O)CN2C(=O)NC(C)(C)C2=O)c1C,-2%,-1%,-13%,-4%,4%,5,23%,-2%,?
Cc1ccc(OCc2cc(C(=O)N3CCCC(O)C3)no2)cn1 (stereo unspecified),-12%,i,1%,4%,-4%,-2,36%,-9%,24%
CC(=O)c1sc(NC(=O)CCS(=O)(=O)c2ccc(C)cc2)nc1C,6%,4%,-16%,-3%,2%,-2,42%[activator],5%,-8%
CCOC(=O)N1CCc2c(sc3c2c(=O)n(-c2ccc(Cl)cc2)c(=O)n3CC(C)C)C1,-1%,-3%,7%,-7%,-1%,-6,31%,0%,-1%[59 µM]
Cc1cccc2sc(N3CCN(C(=O)C4COc5ccccc5O4)CC3)nc12 (stereo unspecified),5%,8%,-4%,0%,4%,-3,22%,7%,7%[0.501 µM]
CS(=O)(=O)N(CC(=O)N1CCCC1)c1ccc(OCc2ccccc2)cc1,16%,/,-35%,/,-4%,1,-23%,7%,4%[59 µM]
CCOC(=O)C1CCCN(C(=O)c2ccc([N+](=O)[O-])c(C)c2)C1 (stereo unspecified),2%,-3%,-13%[57.1 µM],4%,7%,-5,43%[activator],3%,5%[59 µM]
COc1cc(C(O)P(=O)(OC(C)C)c2ccc(N(C)C)cc2)cc(OC)c1OC (stereo unspecified),-1%,8%,1%,5%,-4%,-2,46%[activator],5%,11%
Cn1c(Cc2ccccc2)nnc1SCc1ccc(C(=O)O)cc1,0%,i,-12%,15%,1%,-2,33%,2%,13%
N#C/C=C/N1CCN(C(=O)c2ccco2)CC1,?,-4%,-16%,93%[activator],1%,-1,21%,1%,31%[12.7 µM]
CCC(CC)c1nnc(NC(=O)CCc2ccc(OC)cc2)s1,3%,17%,-17%,0%,-2%,-1,24%,?,?
CCc1cc2c(cc3c(=O)n(CC(=O)NC4CCCCC4)ncn32)s1,1%,0%,8%,9%,6%,1,36%,0%,7%[59 µM]
Cc1ccc(CNc2nc(C)c(C(=O)N(C)C)s2)cc1,4%,i,-14%,2%,22%,4,1%,-32%,-30%
COC(=O)C1=C[C@@H](C(=O)OC)[C@@H]2C3=C(C(=O)C2(C)C)[C@H](C)n2c(=O)n(-c4ccccc4)c(=O)n2[C@@H]3C1,4%,-4%,-18%&-13%,-2%,0%,-2,27%&14%,/,/
COc1ccc(NC(=O)C2CCCN2S(=O)(=O)c2ccc(Cl)cc2)cc1 (stereo unspecified),2%,-4%,9%,5%,3%,0,35%,4%,-38%
O=C(O/N=C/c1cccc([N+](=O)[O-])c1)C1CC1,-1%,-1%,-5%,-1%,5%,-1,4%,-4%,9%[12.7 µM]
O=C(O)CN(Cc1ccco1)S(=O)(=O)c1ccc(F)cc1,-7%,i,?,2%,2%,-3,21%,7%,-12%[59 µM]
COc1ccc(CNC2CCCC2)c(OC)c1OC,-2%,2%,-4%,-2%,6%,-1,17%,13%,20%[12.7 µM]
CC(=O)Nc1cc(O)cc(O)c1,9%,-3%,-6%,-5%,?,-17,8%,-19%,-6%[59 µM]
C=CCN1C(=O)c2ccccc2Sc2ccc(C(=O)NCC(OC)OC)cc21,-1%,0%,-1%,-2%,0%,0,32%,9%,34%[activator]
O=C(CCCC(=O)OCC(F)(F)C(F)F)Nc1ccc(NC(=O)CCCC(=O)OCC(F)(F)C(F)F)cc1,15%,-1%[11.5 µM],1%,/,0%,-1,31%[activator],17%,-27%[12.7 µM]
CCOC(=O)c1c(S(=O)(=O)NCC(=O)N2CCN(c3ccc(OC)cc3)CC2)c(C)n(C)c1C,-10%,0%,-21%,7%,37%[activator],-3,-2%,?,/
CCC[N+](CC#CCO)(CC#Cc1ccccc1)CCC,-4%,i,3%,-5%,-6%,-2,16%,-3%,4%
COc1ccc(N2CC(NC(=O)COc3ccc4ccccc4c3)CC2=O)cc1OC (stereo unspecified),0%,i,-2%,-11%,-8%,-1,33%,3%,3%[59 µM]
CCN1CCc2[nH]c3ccccc3c2C1,0%,/,-4%,1%,12%,-5,41%[activator],-2%,25%
CC[C@H](C)[C@H](NC(N)=O)C(=O)NCCc1ccc(OC)c(OC)c1,-8%,-6%,2%,-4%,-10%,-2,50%[activator],/,14%
COc1cc2[nH]c(=O)n(Cc3ccc(C(=O)NCc4ccc(C)cc4)cc3)c(=O)c2cc1OC,2%,-9%,-9%,-4%,-15%,2,30%,1%,-2%[59 µM]
O=C1CSC(=S)N1/N=C/c1c(F)cccc1F,-11%,-10%,?,57%[activator],38%[activator],-2,-39%,-20%,50µM*
CCNC(=O)COC(=O)C1C(C(=O)OCC)=C(C)NC(C)=C1C(=O)OCC,4%,4%,5%[57.1 µM],-8%,61%[activator],7,58%[activator],13%,44%[12.7 µM]
CC(=O)N1CC23C=CC(CC2CC12CCCCCC2)O3 (stereo unspecified),1%,-4%,-16%[11.4 µM],-6%,?,-11,-20%,-25%,-1%[59 µM]
CCS(=O)(=O)N1CCC(C(=O)NCc2cccc(OC)c2)CC1,-1%,i,-4%,10%,-5%,-5,101%[activator],-3%,9%
CCN1CCSc2ccc(C(=O)NCc3ccc(F)cc3)cc21,-4%,-6%,-36%,-3%,-4%,-5,24%,?,?
C(=N\C(/N=C/c1ccco1)c1ccco1)/c1ccco1,-19%,-6%,?,-10%,?,-17,3%,?,5%[59 µM]
CC1=CC(=O)C=CC1(C)C(Cl)(Cl)Cl (stereo unspecified),-12%,-5%,8%,-6%,-5%,7,17%,-6%[57.1 µM],2%[12.7 µM]
COc1cccc(NC(=O)c2cc3c(=O)n4ccccc4nc3n(CC(C)C)c2=N)c1,-1%,0%,-10%,-5%,2%,-4,28%,-21%,9%[59 µM]
Cc1ccc2nc(SCC(=O)Nc3cc(C)on3)c(C)cc2c1,9%,-6%,-13%,-4%,4%,0,-22%,8%,3%[59 µM]
CS(=O)(=O)c1ccc(NC(=O)CCN2C(=O)NC3(CCCC3)C2=O)cc1,-2%,-6%,-14%,-3%,0%,0,30%,-4%,?
O=C(Oc1cccc(NC(=O)c2ccco2)c1)c1ccc(Br)c(S(=O)(=O)N2CCCCC2)c1,31%[activator],3%,-19%[57.1 µM],-1%,-11%,-7,30%,-5%,-47%[59 µM]
CC(=O)Nc1ccc2nc(-c3cccn3C)[nH]c2c1,-4%,-8%,-29%,-5%,12%,-3,6%,-26%,12%[0.501 µM]
NC(=O)c1nsc(C(=O)N(Cc2cccnc2)C(C(=O)NCc2ccccc2)c2ccc(O)cc2)c1N (stereo unspecified),-11%,-8%,-14%,-16%,1%,-2,16%,-3%,18%
COc1ccccc1N(Cc1ccccc1)S(=O)(=O)c1cccc(C(=O)Nc2ncccc2C)c1,18%,i,-34%,-1%,1%,-6,32%,-17%,?
Cc1ccc(-c2nn3c(=O)cc(CN4CCN(S(=O)(=O)c5ccc(Cl)cc5)CC4)nc3s2)cc1,-4%,0%,0%,-3%,0%,5,25%[57 µM],-3%,7%[59 µM]
